Screens (PubChem)
S1P4 ag – agonists of human S1P4 receptor. S1P4-expressing cell line, agonist reporter assay. activation, % at 4.98 µM. hit rate 0.35% among 220,000. AID 1509; in the data active = activation above about 11%;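 also: 0% = DMSO vehicle and 100% = reference agonist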
EP2 modulator – modulators of human EP2 prostaglandin E2 receptor; P43116; EP2-expressing cells, cAMP HTRF FRET, PGE2 co-stimulation; induction, % at 25 µM; hit rate 0.83% among 260,000; AID 940;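 active = compounds whose cAMP rise, as percent of the full-agonist control response, exceeds 60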;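 also: rat C6 glioma line stably carrying human EP2 under a CMV promoter; the protocol text gives 20 µM as final concentration; 100% = response of wells given 1 µM PGE2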
BaF3 parental – parental Ba/F3 viability inhibition as JAK2V617F counter-screen | hit rate 1.1% among 220,000 | inhibition, % at 5.6 µM | CellTiter-Glo ATP luminescence;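 active = inhibition above a per-campaign cutoff, the mean inhibition of all tested compounds plus 3 SD, cut at about 27% in these data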;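 also: 0% = DMSO wells and 100% = JAK Inhibitor I control wells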
PERK inh – blocks human PERK kinase; CHO PERK-DD fusion, SEAP luminescence translation reporter; inhibition, % at 5.6 µM; hit rate 0.17% among 220,000;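 active = inhibition above the mean inhibition of all tested compounds plus 3 SD, set separately per screening campaign, cut at about 2.9% in these data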;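 also: PERK kinase domain activated by AP20187 dimerizer at 100 nM; 0% = DMSO with dimerizer and 100% = rapamycin at 8.4 µM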
Target sequence (Q9NZJ5 whole entry, looked up, the tested form may be a part): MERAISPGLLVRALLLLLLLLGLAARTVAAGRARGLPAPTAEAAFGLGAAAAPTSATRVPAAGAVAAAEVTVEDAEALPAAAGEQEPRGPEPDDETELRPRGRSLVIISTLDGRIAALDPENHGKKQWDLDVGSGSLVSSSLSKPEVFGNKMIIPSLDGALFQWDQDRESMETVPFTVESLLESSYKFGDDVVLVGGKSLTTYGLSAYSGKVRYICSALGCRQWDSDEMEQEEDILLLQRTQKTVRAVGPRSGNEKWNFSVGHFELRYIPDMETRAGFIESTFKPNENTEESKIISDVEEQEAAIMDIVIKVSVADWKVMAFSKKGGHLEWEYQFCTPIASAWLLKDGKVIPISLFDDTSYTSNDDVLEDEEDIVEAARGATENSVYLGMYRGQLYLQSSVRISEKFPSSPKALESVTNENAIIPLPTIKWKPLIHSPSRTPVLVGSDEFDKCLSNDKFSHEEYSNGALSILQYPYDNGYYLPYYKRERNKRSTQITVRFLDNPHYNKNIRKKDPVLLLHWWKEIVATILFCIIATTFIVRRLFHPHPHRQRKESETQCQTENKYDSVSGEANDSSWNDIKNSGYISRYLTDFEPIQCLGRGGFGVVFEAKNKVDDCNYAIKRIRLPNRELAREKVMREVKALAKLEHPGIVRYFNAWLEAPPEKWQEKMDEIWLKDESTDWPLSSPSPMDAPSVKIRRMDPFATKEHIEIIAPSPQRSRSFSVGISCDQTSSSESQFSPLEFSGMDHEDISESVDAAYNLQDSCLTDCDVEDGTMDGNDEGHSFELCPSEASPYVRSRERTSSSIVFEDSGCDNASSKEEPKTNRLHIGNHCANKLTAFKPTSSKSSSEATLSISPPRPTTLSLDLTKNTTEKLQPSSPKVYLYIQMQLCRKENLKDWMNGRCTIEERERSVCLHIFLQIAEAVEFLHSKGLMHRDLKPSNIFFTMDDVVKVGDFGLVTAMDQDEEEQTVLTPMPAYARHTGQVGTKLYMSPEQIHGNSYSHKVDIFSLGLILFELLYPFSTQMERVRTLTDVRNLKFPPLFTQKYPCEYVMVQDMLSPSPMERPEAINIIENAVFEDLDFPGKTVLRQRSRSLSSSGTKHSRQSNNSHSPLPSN
S1P4 antag – blocks the human S1P4 receptor; inhibition, % at 4.98 µM; O95977; hit rate 0.26% among 220,000; S1P4-expressing cells, antagonist mode, reporter read-out; in the data active = inhibition above about 29%;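 also: 0% = wells stimulated with agonist and 100% = vehicle wells without agonist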
TRPN1 ag – activates the zebrafish TRPN1 channel. activation, % at 3 µM. HEK293 zebrafish TRPN1-YFP, Fluo-8 calcium fluorescence; 100% = response to 87 µM carbachol. hit rate 0.18% among 220,000;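 active = activation above its plate's cutoff, the mean activation of test wells on that plate plus 3 SD, cut at about 19% in these data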;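 also: 0% = DMSO alone and 100% = 87 µM carbachol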
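Material: zebrafish TRPN1-YFP in HEK293 cells. Doses: one dose of 3 µM, 0.3% DMSO. Incubation: dye 1 h 37 °C plus 30 min RT. Measured by: intracellular calcium fluorescence with Fluo-8.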
m-calpain inh – calpain II (pig) inhibition | inhibition, % at 16 µM | hit rate 0.37% among 220,000 | purified calpain II, fluorogenic peptide substrate, 30 min;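 active = inhibition above about 50%, limit read from the data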
Ba/F3 V617F tox – loss of viability in JAK2V617F-driven Ba/F3 cells; hit rate 1.1% among 220,000; Ba/F3 EpoR-JAK2V617F viability, ATP luminescence; inhibition, % at 5.6 µM;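 active = inhibition above the campaign mean plus 3 SD over all tested compounds, cut at about 24% in these data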;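 also: cytokine-independent growth of Ba/F3 cells driven by EpoR plus mutant JAK2; 0% = DMSO-treated cells and 100% = JAK inhibitor I control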
TRPML3 agonist – agonists of human TRPML3 channel | Q8TDD5 | HEK293 TRPML3-YFP, Fluo-8 calcium fluorescence; 100% = the carbachol control signal | activation, % at 3 µM | hit rate 0.29% among 220,000;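 active = activation above its plate's cutoff, the mean activation of the plate's test wells plus 3 SD, cut at about 12% in these data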;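 also: 0% = DMSO only wells and 100% = carbachol wells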
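Test system: HEK293 cells stably carrying human TRPML3-YFP; Doses: single dose, 3 µM final nominal compound, 0.3% DMSO final; Schedule: dye loading 1 h 37 °C then 30 min ambient, 125 s read; Technique: Fluo-8 calcium fluorescence; Benchmarks: high control carbachol 87 µM, low control DMSO.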
* marks the source's active call; other numbers are inactive results; i = inactive; nt = no result given.

SMILES | S1P4 ag | EP2 modulator | BaF3 parental | PERK inh | S1P4 antag | TRPN1 ag | m-calpain inh | Ba/F3 V617F tox | TRPML3 agonist
O=C(N/N=C/c1cn(-c2ccccc2)nc1-c1cc2ccccc2o1)c1c[nH]c2ccccc12 | -0.6 | -28 | 1 | -0.6 | 16 | -0.4 | -97 | 0 | 0.6
CN1C(=O)CC(N2CCC(C(N)=O)CC2)C1=O (centres undefined) | 1.1 | 2 | 6 | -0.3 | -27 | -0.1 | 7 | 2 | 1.1
CC1(C)C(C#N)=C(N)Oc2c1c(=O)oc1ccccc21 | -0.6 | 0 | -6 | 1.6 | -6 | 2.7 | 7 | -3 | 0.3
COc1ccc(/C=N/Nc2nc3ccccc3c(=O)n2-c2ccccc2)cc1OC | -0.8 | -5 | 11 | -1.0 | -12 | 1.3 | -48 | 3 | 0.1
CC(=O)Cn1nnc2sc(-c3ccccc3)cc2c1=O | 0.1 | 3 | 6 | 0.6 | 2 | -0.1 | -333 | 1 | 1.1
COCCSc1ccccc1C(=O)Nc1nccs1 | 2.1 | 10 | -1 | 0.5 | -13 | 0.8 | -27 | -1 | 1.1
O=C1Oc2ccccc2C(=O)/C1=C/N1CCN(c2ccccc2F)CC1 | -1.1 | 0 | 3 | 0.0 | -8 | -1.1 | 7 | -4 | 0.1
CC(C)NC(=O)c1c(O)c2ccccc2[nH]c1=O | 0.2 | 6 | 5 | 0.4 | -22 | -0.6 | -16 | -1 | 1.4
COc1ccc(-c2cc(C(F)F)n3ncc(C(=O)Nc4cc(C)on4)c3n2)cc1 | 0.9 | 31 | 5 | 1.1 | -4 | 0.4 | i | -5 | 0.5
CC(=O)C1=C(O)C(=O)N(CCN2CCOCC2)C1c1ccccc1 (centres undefined) | 0.7 | 25 | 3 | 0.4 | -17 | 0.5 | 27 | 0 | 0.4
CC1(C)OC(=CC=Nc2ccc(Cl)cc2)OC1(C)C | -0.3 | -6 | 0 | -2.0 | -1 | 1.1 | 11 | 3 | -0.3
Cc1cc(C)n(-c2ccc(F)cc2CN2CCN(Cc3ccccc3)C(CCO)C2)n1 (centres undefined) | 0.2 | -13 | 2 | 0.2 | 2 | -0.9 | -11 | -2 | 0.4
CC(=O)N1CCN=C1SCc1cccc(C(F)(F)F)c1 | 1.0 | 19 | 6 | 1.1 | -4 | 1.6 | -21 | 3 | 0.6
COCCOC(=O)/C(=C/c1ccc(OC(=O)c2ccccc2)cc1)C(C)=O | -0.5 | -4 | 0 | 0.5 | -8 | -1.0 | -20 | -5 | 0.3
COc1cccc2cc(C(=O)N3CCN(c4ccccn4)CC3)c(=O)oc12 | -0.9 | 11 | -1 | -0.8 | -8 | -0.6 | -41 | -3 | 0.5
CCN(CC(=O)NCc1cccs1)C(=O)c1cc(S(=O)(=O)N2CCOCC2)ccc1C | 0.5 | 23 | 6 | -1.2 | -49 | 0.7 | -20 | 3 | -0.7
COc1ccc(Br)cc1S(=O)(=O)NCc1ccccc1 | 0.5 | 20 | 8 | -0.1 | -34 | 0.7 | 21 | 2 | 0.3
Cc1cc(=O)oc(C)c1C(=O)O | 1.7 | 21 | 5 | 1.8 | 15 | 0.1 | 8 | -3 | 0.4
O=c1nc(N/N=C/C=C/c2ccccc2)cn[nH]1 | -2.3 | -60 | 1 | 2.3 | -3 | -1.8 | 0 | -4 | -0.7
CCOC(=O)c1c(C)[nH]c(N=Nc2ccccc2Cl)c1C | -1.3 | 30 | 4 | 0.0 | -7 | -1.2 | 31 | -5 | -0.3

The final 2 records of the section before open the next one:
SMILES | S1P4 ag | EP2 modulator | BaF3 parental | PERK inh | S1P4 antag | TRPN1 ag | m-calpain inh | Ba/F3 V617F tox | TRPML3 agonist
O=c1nc(N/N=C/C=C/c2ccccc2)cn[nH]1 | -2.3 | -60 | 1 | 2.3 | -3 | -1.8 | 0 | -4 | -0.7
CCOC(=O)c1c(C)[nH]c(N=Nc2ccccc2Cl)c1C | -1.3 | 30 | 4 | 0.0 | -7 | -1.2 | 31 | -5 | -0.3
COc1cc(C2C(C(=O)c3ccco3)=C(O)C(=O)N2Cc2cccnc2)cc(OC)c1OC (centres undefined) | -1.4 | 5 | 2 | -0.1 | -9 | -0.1 | 4 | 2 | 0.2
O=C(COC(=O)CCCNC(=O)c1ccc(Cl)cc1)Nc1ccc(Br)cc1 | 2.3 | -19 | 4 | 1.2 | -14 | -0.9 | -15 | -2 | 0.0
CC(C)CCNC(=O)CN(CC1CCCO1)C(=O)CCC(=O)Nc1nccs1 (centres undefined) | 2.3 | 14 | 2 | 0.7 | 0 | 0.7 | -7 | -5 | 0.8
O=c1c2ccccc2nc2n1CCS2 | 0.0 | 17 | 0 | 0.6 | -9 | 0.3 | -8 | -3 | 0.7
Nc1sc2c(c1C(=O)NC1CCS(=O)(=O)C1)CCC2 (centres undefined) | -0.2 | 27 | 3 | 0.2 | 3 | 0.2 | -34 | 2 | 0.3
COc1ccc2c(c1)CCC/C2=N\OC(=O)c1ccccc1F | -0.1 | 3 | 7 | -0.7 | -8 | -2.0 | 6 | 2 | -0.5
O=C1CCCC2=C1C(c1ccc(OS(=O)(=O)c3ccc(Cl)cc3)cc1)C1=C(CCCC1=O)O2 | 1.5 | 25 | 0 | 0.3 | 9 | -0.6 | -22 | -2 | -0.7
O=C(COC(=O)c1c(F)cccc1F)c1ccc[nH]1 | -0.3 | -15 | 1 | 0.8 | 7 | 0.6 | -4 | -2 | 0.9
O=C(NCc1cccnc1)c1ccc(CS(=O)(=O)c2ccc(Cl)cc2)o1 | 0.4 | -20 | 2 | 0.5 | -26 | 3.4 | -2 | -1 | 1.1
COc1ccc(NC(=O)CSc2nccn2-c2ccccc2)cc1 | -1.6 | -16 | 1 | -0.9 | -3 | -2.0 | 9 | -6 | 0.6
Cc1cc(C)c2c(=O)n(CC(=O)N3CCC(N4CCCCC4)CC3)sc2n1 | 2.2 | -2 | 7 | 1.9 | -13 | 0.4 | -14 | 2 | 0.3
COc1ccc(CCNC(=O)c2ccc(=O)[nH]c2)cc1 | 0.8 | 5 | 7 | -0.2 | 1 | 0.4 | -33 | 0 | 1.9
CC1CCCC(NC(=O)COC(=O)c2ccc(S(=O)(=O)N3CCOCC3)cc2)C1C (centres undefined) | 0.8 | -15 | 2 | 0.1 | 6 | 2.8 | -27 | -1 | 1.2
Cc1ccc(-c2nc(C)sc2CC(=O)Nc2nnc(C)s2)cc1 | -1.3 | 0 | 6 | 0.4 | -16 | 0.6 | 0 | 1 | -0.4
CCOC(=O)c1nnn(-c2nonc2N)c1COc1cc(C)c(Cl)c(C)c1 | 2.8 | nt | 4 | -0.3 | 1 | -0.8 | nt | 2 | -0.8
CCOC(=O)C1CCCN(C2CC(=O)N(c3ccc(C)cc3)C2=O)C1 (centres undefined) | 2.8 | -8 | 3 | -1.7 | -7 | -0.9 | 3 | 0 | 1.4
CCCCn1c(-c2nn(C)c(C)c2Cl)n[nH]c1=S | -0.2 | -9 | -1 | -0.1 | -9 | -1.4 | -27 | -3 | -1.1
CC(=O)Nc1nonc1NC(=O)c1ccc(F)cc1 | 1.4 | 20 | 0 | -0.2 | 3 | -0.8 | -5 | -3 | 0.9
COc1ccccc1NC(=O)CSc1nnc(Cn2nnc(-c3ccccc3)n2)n1-c1ccccc1 | -0.2 | 51 | -1 | -1.8 | -12 | 0.5 | 13 | 1 | -0.1
Cc1cc(C)cc(C(=O)NCC(=O)OCc2c(C)noc2C)c1 | 0.6 | -49 | 3 | -0.9 | -19 | -1.3 | 0 | 0 | -0.1
CCN(CC)S(=O)(=O)c1ccc(O)c(NC(=O)CN2CCc3ccccc3C2)c1 | 1.0 | -17 | -2 | 0.5 | -8 | 0.7 | 10 | 4 | 0.5
C/C(=N\Nc1ccc([N+](=O)[O-])cc1[N+](=O)[O-])C(C)C(C)C (centres undefined) | -0.9 | 14 | 3 | 1.0 | 3 | -0.5 | 44 | 3 | 0.4
COc1ccc(NC(=O)CN2CCCCC2)c([N+](=O)[O-])c1 | -3.1 | 7 | 1 | 0.7 | -15 | 0.7 | 24 | 0 | 0.7
Cc1cccc(OCCCCc2c(C)n[nH]c2C)c1C | 1.5 | 49 | 8 | 0.9 | -19 | -0.6 | -3 | 0 | -1.2
O=C(Nc1cccc(S(=O)(=O)N2CCCCC2)c1)Nc1ccc(Cl)cc1Cl | -0.3 | -45 | 3 | 0.1 | -11 | -0.3 | -24 | -2 | 0.4
COC(=O)c1c(C)oc(C)c1S(=O)(=O)NC(C)(C)C | 1.1 | 5 | 0 | 0.8 | -1 | 1.6 | -7 | -3 | 1.1
NC(=O)N/N=C/c1cn(-c2ccccc2)nc1-c1ccccc1 | 1.6 | -3 | 7 | 0.3 | -6 | -2.6 | -50 | 0 | -0.7
COc1ccccc1N/C=C/C(=C(C#N)C#N)N(C)C | -0.6 | 22 | -6 | 1.1 | -8 | -0.4 | 22 | -4 | -0.4
COc1cc(/C=C2\CC/C(=C\c3cc(OC)c(O)c(OC)c3)C2=O)cc(OC)c1O | 0.8 | 8 | 1 | 0.3 | -11 | 1.7 | -55 | -3 | 0.9
C#CCOCCOCCOCCNc1nc(N2CCN(C(=O)[C@H]([C@@H](C)CC)n3cc([C@@H](N)Cc4ccc(O)cc4)nn3)CC2)nc(N2CCN(C(=O)[C@H](Cc3cc4ccccc4[nH]3)n3cc([C@@H](N)C(C)CC)nn3)CC2)n1 (some centres undefined) | 0.8 | 0 | -2 | 0.0 | 1 | 1.5 | -21 | 2 | 0.7

Ordered by the number under PERK inh (rising): three of the compounds above
SMILES	PERK inh
CCN(CC)S(=O)(=O)c1ccc(O)c(NC(=O)CN2CCc3ccccc3C2)c1	0.5
Cc1cccc(OCCCCc2c(C)n[nH]c2C)c1C	0.9
COc1ccccc1N/C=C/C(=C(C#N)C#N)N(C)C	1.1

Next compounds
SMILES | S1P4 ag | EP2 modulator | BaF3 parental | PERK inh | S1P4 antag | TRPN1 ag | m-calpain inh | Ba/F3 V617F tox | TRPML3 agonist
COc1ccc(-c2nc(C#N)c(NC(C)C)o2)cc1 | 1.5 | -46 | 5 | -0.1 | -11 | -0.2 | i | -2 | -0.7
O=C(CCN1CCN(CCO)CC1)Nc1cccc(Br)c1 | -1.6 | -10 | 5 | 0.1 | 2 | 1.6 | 4 | 2 | 1.6
Cc1cc(=O)[nH]c(N/N=C/c2c(C)nn(-c3ccccc3Cl)c2Cl)n1 | 0.9 | -23 | 3 | 0.4 | 5 | 5.6 | -13 | 2 | 1.4
CC(=O)c1cc(NC(=O)c2cccc(C(F)(F)F)c2)c(=O)oc1C | 0.5 | 50 | 5 | 0.8 | -9 | -1.2 | 3 | -2 | 0.8
N#C/C(=C\c1ccc(N2CCOCC2)o1)C(=O)Nc1ccc(O)cc1 | -1.2 | -31 | 8 | 0.3 | 1 | 10 | 41 | 3 | 4.3
O=C(CCc1nnc(CCC2CCCCC2)o1)NCCc1ccccn1 | 0.9 | 1 | 9 | 1.6 | 12 | -0.7 | 4 | 0 | 0.7
C/C(N)=C(/C#N)C(=O)CN1CCCCC1 | 0.9 | -6 | 1 | 0.7 | -7 | 0.2 | -2 | 0 | 0.4
CON1C(=O)C(=O)N(OC)C2CCCCCC21 (centres undefined) | 0.4 | 8 | 1 | 1.2 | -13 | -0.5 | -14 | -2 | 0.8
CC(=O)NNc1[nH]c2c(c(=O)c1[N+](=O)[O-])c(=O)n(C)c(=O)n2C | 1.2 | 31 | 5 | 1.1 | 2 | 0.0 | -4 | 1 | 0.6
